UGM FP inh: blocks M. tuberculosis UGM enzyme; 320,000 compounds, 0.06% hits; inhibition, % at 10 µM; purified UGM, fluorescence polarization probe displacement; P9WIQ1; in the data active means inhibition above about 10%, passing the limit was not always enough
SARS 3CLpro inh: SARS-CoV 3CLpro protease inhibition; recombinant SARS-CoV 3CLpro, quenched FRET peptide cleavage; AID 1706; inhibition, % at 6 µM; P0C6X7; 290,000 compounds, 0.14% hits; in the data active means inhibition above about 12%
Mtb FBA inh: inhibitors of M. tuberculosis fructose-bisphosphate aldolase; P9WQA3; purified M. tuberculosis FBA, fluorescence read-out; inhibition, % at 1 µM; 360,000 compounds, 2.3% hits; AID 588726; in the data active means inhibition above about 27%;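 further: 0% = vehicle and 100% = reference inhibitor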
Target sequence (P9WQA3 whole entry, looked up): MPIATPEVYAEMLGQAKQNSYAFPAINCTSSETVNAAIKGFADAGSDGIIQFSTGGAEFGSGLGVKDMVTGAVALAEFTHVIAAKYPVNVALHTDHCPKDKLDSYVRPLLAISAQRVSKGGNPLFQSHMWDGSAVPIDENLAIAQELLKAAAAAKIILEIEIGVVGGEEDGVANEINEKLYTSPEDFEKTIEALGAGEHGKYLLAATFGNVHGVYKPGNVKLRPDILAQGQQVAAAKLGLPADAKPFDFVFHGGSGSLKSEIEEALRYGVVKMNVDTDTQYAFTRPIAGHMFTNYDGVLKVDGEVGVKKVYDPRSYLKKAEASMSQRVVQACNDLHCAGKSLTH
BH1578 lux ind: inducers of Vibrio cholerae quorum light production without autoinducers; V. cholerae BH1578 lux reporter, luminescence, 6 h; activation, % at 18.7 µM; 350,000 compounds, 0.16% hits; in the data active means activation mostly above about 9.7%, no sharp cut-off; further: not every result past the cut was called active; inactives centre near 0; reference of the scale not given here
VHR inh abs: DUSP3 (human) phosphatase inhibition | P51452 | recombinant VHR phosphatase, pNPP absorbance | inhibition, % at 13.3 µM | 290,000 compounds, 0.52% hits | AID 1654; in the data active means inhibition above about 50%; further: some compounds called inactive have numbers as strong as hits
Target sequence (P51452 whole entry, looked up): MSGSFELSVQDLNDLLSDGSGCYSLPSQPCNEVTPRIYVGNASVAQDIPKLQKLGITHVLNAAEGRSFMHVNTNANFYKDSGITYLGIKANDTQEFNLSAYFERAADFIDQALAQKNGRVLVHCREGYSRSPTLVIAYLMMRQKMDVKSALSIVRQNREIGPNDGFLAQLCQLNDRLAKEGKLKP
BioA inh: blocks M. tuberculosis BioA enzyme activity. inhibition, % at 9.99 µM. 360,000 compounds, 0.096% hits. purified M. tuberculosis BioA enzyme, plate reader; in the data active means inhibition above about 40%
MazEF act: increases E. coli MazEF RNase cleavage of RNA | P0AE70 | FAM/BHQ RNA-DNA oligo cleavage fluorescence, 5 h | activation, % at 20 µM | 350,000 compounds, 0.32% hits | AID 504720; in the data active means activation above about 50%
Target sequence (P0AE70 whole entry, looked up): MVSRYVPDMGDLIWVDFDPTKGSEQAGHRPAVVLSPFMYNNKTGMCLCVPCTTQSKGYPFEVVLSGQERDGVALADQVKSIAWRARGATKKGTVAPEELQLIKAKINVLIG
Rv3671c inh: Rv3671c (M. tuberculosis) protease inhibition; P9WHR9; inhibition, % at 5.96 µM; 320,000 compounds, 0.048% hits; in the data active means inhibition above about 38%;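 further: extracellular domain of Rv3671c used as enzyme; 0% = enzyme with DMSO and 100% = no enzyme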
Target sequence (P9WHR9 whole entry, looked up, the tested form may be a part): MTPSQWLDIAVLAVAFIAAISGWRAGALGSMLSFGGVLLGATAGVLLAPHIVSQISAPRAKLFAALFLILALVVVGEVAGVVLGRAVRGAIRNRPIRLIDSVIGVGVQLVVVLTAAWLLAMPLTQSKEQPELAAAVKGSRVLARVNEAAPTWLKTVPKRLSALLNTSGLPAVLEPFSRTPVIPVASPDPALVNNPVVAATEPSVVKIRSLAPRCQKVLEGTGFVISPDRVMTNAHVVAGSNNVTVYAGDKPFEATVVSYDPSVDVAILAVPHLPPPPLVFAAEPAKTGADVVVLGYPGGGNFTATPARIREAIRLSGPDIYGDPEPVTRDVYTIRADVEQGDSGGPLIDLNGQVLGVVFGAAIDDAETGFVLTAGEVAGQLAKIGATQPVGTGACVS
GDH-TPI inh: inhibits GDH-TPI coupling enzymes, artifact for Mtb FBA screen | inhibition, % at 4.8 µM | 360,000 compounds, 1.2% hits | GDH-TPI coupled enzyme counterscreen, NADH absorbance; in the data active means inhibition above about 30%;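 further: 0% = DMSO wells and 100% = wells lacking the enzyme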
PriA SSB inh: inhibitors of Klebsiella pneumoniae PriA binding to SSB C-terminal tail; AlphaScreen SSBct-PriA binding, biotinylated peptide; inhibition, % at 33 µM; 430,000 compounds, 0.6% hits; in the data active means inhibition mostly above about 37%, no sharp cut-off; inactive means mostly below about 20%;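 further: plate controls were negative control peptide for no effect and reference peptide for full effect; strong numbers were not always called active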
An asterisk follows results filed as active; i = inactive; x = not tested or not shown; & = joins results of further samples. A portion of the library (hit frequency here may not be typical).

Compound,VHR inh abs,SARS 3CLpro inh,Mtb FBA inh,BH1578 lux ind,UGM FP inh,GDH-TPI inh,BioA inh,MazEF act,Rv3671c inh,PriA SSB inh
Cc1ccc(S(=O)(=O)N(C)C)cc1NC(=O)CCc1ccccc1,-7,1,1,-0.4,2.1,-4,x,6,9,-5
COc1ccc(CN(C)CC(=O)Nc2ccccc2C(=O)NC2CC2)cc1,x,x,3,-0.4,-0.4,5,-4.7,5,5,-8
C=CCn1c(SCCN2C(=O)c3ccccc3C2=O)nc2scc(-c3ccccc3)c2c1=O,3,1,7,i,-0.4,0,-0.5,-8,6,-12
CCOC(=O)C1(C)CCCCCN1C(=O)/C=C/c1ccccc1 (configuration not stated),x,x,0,i,x,-1,0.8,x,x,x
O=S(=O)(c1ccc2ccccc2c1)N1CCCCC1,2,1,1,-0.6,2.6,-4,0.9,-11,-1,-36
CS(=O)(=O)N1N=C(c2ccccc2)CC1c1ccc2nccnc2c1 (configuration not stated),-10,3,-2,-0.3,-1.8,1,-1.8,-1,13,-7
Cc1ccc(NC(=S)NCC23C=CC(O2)C2C(=O)N(c4ccc(C)cc4)C(=O)C23)cc1 (configuration not stated),-2,3,2,-0.2,-0.8,-1,-2.3,0,-6,4
CCOC(=O)c1c(NC(=O)C(C)Sc2c[nH]c3ccccc23)sc2c1CCC2 (configuration not stated),-11,-2,-3,-0.6,-3.4,-3,0.2,-10,0,-7
Cc1cc(C)cc(NC(=O)C(Nc2ccccc2)c2ccccc2)c1 (configuration not stated),5,8,-2,0.3,0.0,-5,x,-4,-17,0
O=C(O)C1C2C=CC(C2)C1C(=O)NCCCc1ccccc1 (configuration not stated),0,2,1,-0.4,-2.9,5,x,-3,-8,8
COc1ccc(/C=N/NC(=O)C(=O)N2CCN(c3ccccc3OC)CC2)cc1,-8,-2,0,-7.0,-0.9,5,0.1,-3,-7,x
CCC(c1nnnn1CCc1ccccc1)N(Cc1ccco1)Cc1cc2c(C)ccc(C)c2[nH]c1=O (configuration not stated),5,5,-6,-0.7,1.3,1,x,-6,-17,24
COC(=O)C1=C(C)N(Cc2ccccc2)C(=NCc2ccc(OC)cc2)N[C@H]1c1ccccc1,x,x,6,i,-2.6,4,0.3,8,2,2
COc1ccc(CN=C(Nc2ccccc2)SC2CC(=O)NC2=O)cc1 (configuration not stated),39,12,-3,-0.3,-2.3,-1,x,1,0,-2
CCOC(=O)c1csc(NC(=O)C2=COCCO2)n1,11,4,2,i,0.0,6,-0.4,-4,5,5&-3
O=C(Nc1ccccc1Cl)c1cc[n+]([O-])cc1,6,0,-2,i,-2.1,2,-1.2,-9,2,0
CCC(CC)C(=O)N1CCN(c2cccc(C)c2C)CC1,-4,0,0,-0.3,0.5,1,x,-4,1,-15
Cc1cccc(NC(=O)C2CCN(S(=O)(=O)c3cccc4nonc34)CC2)c1,31,3,1,i,0.0,4,-2.3,21,-6,-1
COc1cccc(NC(=O)CN2C(=O)NC(C)(c3ccc(C)cc3)C2=O)c1 (configuration not stated),2,-1,-1,i,-1.6,-2,-0.2,10,-10,12
Cc1cc(CNC(=O)Nc2ccc3c(c2)OCO3)nn1C,-7,-3,-4,-0.3,1.7,20,-0.9,4,-7,-11
CCS(=O)(=O)c1ccc(-c2csc(-c3ccc(Cl)cc3)n2)c(Cl)c1Cl,13,0,6,i,0.2,9,-4.8,-1,-4,-25
Cn1c(SCC(=O)OC2CCCCC2)nnc1-c1ccc(S(=O)(=O)N2CCCC2)cc1,2,-5,-2,7.1,0.2,-7,1.9,2,-2,-12
CC(C)N(C(=O)c1sc2cc([N+](=O)[O-])ccc2c1Cl)C(C)C,27,3,-3,0.0,0.0,6,1.3,-4,-10,4
CC1CCN(CCCNC(=O)CN2CCN(Cc3ccc(Cl)cc3)C2=O)CC1,23,1,-2,-0.2,-0.1,-11,0.1,-4,0,-2
COCCN1C(=O)N[C@@H](CCc2ccccc2)[C@H](C(C)=O)[C@H]1C,-16,x,0,-0.7,3.5,-1,-1.0,1,-1,-8
O/N=C\c1ccc(-c2ccccc2)o1,2,1,0,-0.2,-1.6,12,x,-2,-5,x
Cc1ccc(C(=O)COC(=O)c2cc(C)no2)c(C)c1,x,x,1,0.8,x,2,-0.3,0,x,1
CCN1CCN(C(=O)c2cc3cc(F)ccc3[nH]2)CC1,20,-7,82*,i,-1.3,3,-0.2,5,-2,2
O=C(C1=C[C@@H](c2ccccc2)C[C@@H](OCCCCO)O1)N1CCOCC1,-6,-1,2,-19,4.6,1,1.6&-0.8,4,-2,-12
Clc1cccc(Cl)c1OCCOCCNCc1ccccc1,36,1,6,-0.6,-1.7,27,-1.5,4,-1,-1

Some of the entries above, reformatted:
Molecule: CS(=O)(=O)N1N=C(c2ccccc2)CC1c1ccc2nccnc2c1 (configuration not stated)
  VHR inh abs: -10; SARS 3CLpro inh: 3; Mtb FBA inh: -2; BH1578 lux ind: -0.3; UGM FP inh: -1.8; GDH-TPI inh: 1; BioA inh: -1.8; MazEF act: -1; Rv3671c inh: 13; PriA SSB inh: -7
Molecule: Cc1ccc(NC(=S)NCC23C=CC(O2)C2C(=O)N(c4ccc(C)cc4)C(=O)C23)cc1 (configuration not stated)
  VHR inh abs: -2; SARS 3CLpro inh: 3; Mtb FBA inh: 2; BH1578 lux ind: -0.2; UGM FP inh: -0.8; GDH-TPI inh: -1; BioA inh: -2.3; MazEF act: 0; Rv3671c inh: -6; PriA SSB inh: 4
Molecule: CCOC(=O)c1c(NC(=O)C(C)Sc2c[nH]c3ccccc23)sc2c1CCC2 (configuration not stated)
  VHR inh abs: -11; SARS 3CLpro inh: -2; Mtb FBA inh: -3; BH1578 lux ind: -0.6; UGM FP inh: -3.4; GDH-TPI inh: -3; BioA inh: 0.2; MazEF act: -10; Rv3671c inh: 0; PriA SSB inh: -7

Next section:
Compound,VHR inh abs,SARS 3CLpro inh,Mtb FBA inh,BH1578 lux ind,UGM FP inh,GDH-TPI inh,BioA inh,MazEF act,Rv3671c inh,PriA SSB inh
COc1ccccc1N1CCN(S(=O)(=O)c2ccc(-n3cnnn3)cc2)CC1,1,0,3,-0.4,-4.4,-7,-2.6,2,-4,4
CCCCN(CCCC)CCNC(=O)CN1C(=O)CSc2ccc(S(=O)(=O)N3CCOCC3)cc21,2,-3,1,i,0.9,-2,-0.7,4,-12,4
CCCCNC(=O)C1(c2ccc(OC)cc2)CCOCC1,-23,-4,2,-0.7,-0.8,-2,-1.4,4,2,-31
Cc1ccc(C(=O)OC(C(=O)Nc2ccc(Cl)cc2C(F)(F)F)c2ccccc2)cc1 (configuration not stated),7,-1,-5,i,0.5,9,x,-6,-7,1
Cc1sc2nc(CSc3ccc([N+](=O)[O-])c(C(F)(F)F)c3)[nH]c(=O)c2c1C,-4,0,-2,-0.4,2.3,7,x,-54,-30,2
C[C@H]1CN([C@@H](C)CO)C(=O)CCCn2cc(nn2)CO[C@@H]1CN(C)C(=O)Nc1cccc(C(F)(F)F)c1,x,x,0,-0.4,x,7,0.4&0.1&-0.3,8,x,x
O=C(Cc1cccc(NC(=O)C2CCN(S(=O)(=O)c3cccc([N+](=O)[O-])c3)CC2)c1)Nc1cccc(C(=O)N2CCOCC2)c1,x,x,-2,1.1,x,-5,1.1,4,x,-2
O=C(Nc1ccccc1[N+](=O)[O-])C1=C(O)CCn2c1nc1ccccc12,6,-2,1,-1.3,0.9,39*,-1.3,6,4,-20
CCN(Cc1cc2ccccc2[nH]c1=O)S(=O)(=O)c1ccccc1,-22,-5,-1,-0.2,-3.4,5,x,5,-9,8
Cc1cc(OC(C)C(=O)NCC2CCC(C(=O)O)CC2)c2c3c(c(=O)oc2c1)CCC3 (configuration not stated),-4,-4,20,0.9,1.7,7,-0.1,3,-5,-3
NC1=NC(c2ccccc2)N=C(Nc2ccccc2)N1 (configuration not stated),1,4,x,x,-0.8,x,x,x,-8,x
COc1ccccc1-c1ccc2nnc(SC)n2n1,11,-2,-5,i,-1.8,7,0.1,7,1,-9
COc1ccc(C(=O)NCCC2=CCCCC2)cc1[N+](=O)[O-],-24,1,1,i,-1.3,5,3.7,6,5,6
O=C(Nc1ccc(S(=O)(=O)Nc2nccs2)cc1)c1cc(-c2ccccn2)nc2ccccc12,24,2,-2,-0.1,-1.2,6,x,2,-1,13
COc1ccc(C(=O)NCCc2ccc(Cl)cc2)cc1S(=O)(=O)N1CCCCC1C (configuration not stated),x,x,2,i,-0.6,9,0.5,0,-1,-6
CC(=O)c1c(C)oc2ccc(NS(=O)(=O)c3ccc(C(=O)O)cc3)cc12,-17,1,-3,-0.5,2.6,-9,-0.2,5,-9,-3
COc1cccc(/C=C/C(=O)Nc2ccc(N3CCOCC3)cc2)c1OC,15,0,5,-0.3,-2.1,18,0.8,5,12,-6
O=C(Nc1ccccc1)c1cccnc1N1CCOCC1,6,-4,1,i,-0.5,2,-0.2,-1,4,-9
O=[N+]([O-])c1cc([N+](=O)[O-])c2oc(-c3ccccc3)c(Br)c2c1O,9,10,-11,1.5,x,21,0.8,5,x,10
Cc1ccc(S(=O)(=O)NOCc2ccccc2)cc1,x,x,-2,-1.0,x,2,1.1,2,x,2
CCOc1ccc(NC(=O)CCNS(=O)(=O)c2cccc3nonc23)cc1,12,-8,2,-0.2,-0.1,-5,x,8,-1,2
O=C(Nc1ccccc1)[C@@H]1CC=C[C@@H]2CCN(C3CCCCC3)C(=O)[C@@H]21,x,x,-5,i,0.9,-4,-1.3,2,2,-6
CCOc1ccc(N(CC(=O)Nc2ccc(C)cc2)S(=O)(=O)c2c(C)[nH]c(=O)[nH]c2=O)cc1,4,-5,-1,4.2,-1.5,0,-0.4,7,0,1
O=C(Nc1ccncc1)C1CCN(S(=O)(=O)c2ccccc2C(F)(F)F)CC1,20,-4,4,-0.8,1.1,1,2.3,0,-11,-5
Cc1cccc(Cn2c(=O)c3c(nc4n3CCCN4Cc3ccccc3)n(C)c2=O)c1,11,-7,3,i,4.9,10,1.3,9,9,-17
CCOC(=O)c1c(C)sc2c1N(C(=O)CCl)c1cc(Cl)ccc1S2,19,0,3,i,-2.6,6,x,0,1,-4
COc1ccc(-c2nc(CN3CCN(Cc4ccccc4)CC3)c(C)o2)cc1,12,1,-1,-1.8,-2.9,-2,3.2,6,-1,15
CCOC(=O)N1CCN(C(=O)c2csc3c2CCCCC3)CC1,2,5,0,i,-1.4,9,-0.3,11,-1,-3
Nc1nn2c(-c3ccccc3)cc(=O)[nH]c2c1N=Nc1ccc(O)cc1,15,-2,-14,-0.7,-0.5,-1,x,-15,9,6
Cc1ccc(C)n1-c1ccc(C(=O)N/N=C/c2ccncc2)cc1,26,-2,-2,i,-1.9,8,x,12,-6,x
C=CCN(Cc1ccc(Cl)s1)C(=O)CNC(=O)CNC(=O)c1ccc(Cl)cc1Cl,x,x,-2,-1.6,2.3,-3,-0.9,-3,4,-4
CC(C(=O)NC1C(=O)N2C(C(=O)O)=C(CSc3nnnn3C)CSC12)n1cc(Cl)cn1 (configuration not stated),12,0,-3,i,-5.2,-9,x,5,4,-4
CCOc1nc(C#N)nc(N2CCCCC2)n1,16,0,5,i,x,4,-0.2,10,x,-1
CC(C)c1nnc(NC(=O)CCC(=O)NCc2ccccc2Cl)s1,2,-4,-1,i,0.4,-4,0.6,0,1,1
CC(=O)NCCc1csc(-c2ccccc2)n1,22,-4,0,-2.9,-1.5,4,-0.9,5,-2,-9
COCc1nc2sc3c(c2c(=O)[nH]1)CCCC3,2,2,-2,-0.3,0.7,2,x,3,-2,-3
Cc1ccc(NC(=S)NCc2ccccn2)cc1,10,4,-1,-2.4,1.4,-4,0.0,-12,5,26
N#C/C(=C(/O)c1cc2ccccc2o1)c1nc2ccccc2s1,-3,1,1,-0.7,0.5,9,-1.8,-5,6,0
Cc1cc(NC(=O)CSc2n[nH]c(-c3cccs3)n2)no1,21,4,-2,-0.4,-0.5,-3,0.8,-7,0,-10
CC(C)N(C(=O)Cc1ccccc1[N+](=O)[O-])C(C)C,13,1,-1,i,x,6,0.5,9,7,-2

Screening results (PubChem BioAssay)
